RAD52 anneal inh – inhibitors of human RAD52 DNA annealing | P43351 | recombinant RAD52 DNA annealing, FRET fluorescence | inhibition, % at 18.7 µM | 360,000 tested, 0.46% active | AID 651710;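 active means every replicate showing at least 50% inhibition; inconclusive means mean inhibition at least 50% but not in every replicate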
E-sel inducer – E-selectin induction on HUVECs. P16581. AID 686992. HUVEC E-selectin immunofluorescence imaging; normalized: neutral wells 0, TNF-alpha wells 100. activation, % at 7.58 µM. 260,000 tested, 0.37% active;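 active means mean E-selectin-positive cell signal at least 10% of the positive control, reached in at least 60% of replicates, without over 20% cell loss; inconclusive means no rule given, readout overlaps actives, possibly toxicity-flagged; inactive means the rest, including those meeting only one limit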;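 further: in these data hits start at about 27%; measured in HUVEC primary endothelial cells; signal is the percent of cells scored E-selectin positive by PE staining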
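System: HUVEC / Compound: single concentration / Signal: immunofluorescence imaging / Read-out: percent E-selectin-positive cells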
CASP6 VEID inh – inhibitors of human caspase-6. P55212. purified caspase-6, Z-VEID-R110 cleavage fluorescence. inhibition, % at 12.5 µM. 350,000 tested, 0.53% active;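 active means mean inhibition across replicates at least about 35%, with every replicate also reaching that limit, limit read from the data; inconclusive means only one of the two criteria met; inactive means neither criterion met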;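 further: 0% = median of neutral control wells and 100% = no fluorescence left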
Target sequence (P55212 24-179 limits assumed): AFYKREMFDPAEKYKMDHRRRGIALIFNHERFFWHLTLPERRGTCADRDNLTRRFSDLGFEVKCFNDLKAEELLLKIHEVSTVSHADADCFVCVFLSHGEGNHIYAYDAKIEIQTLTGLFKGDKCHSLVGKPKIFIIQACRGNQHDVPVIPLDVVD
Target sequence (P55212 194-293 limits assumed): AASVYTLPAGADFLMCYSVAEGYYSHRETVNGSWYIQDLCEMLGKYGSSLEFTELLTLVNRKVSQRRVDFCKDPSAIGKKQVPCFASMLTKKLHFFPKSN
ARNT TACC3 PPI – ARNT/TACC3 interaction disruption; 390,000 tested, 0.66% active; AlphaScreen His-ARNT PAS-B/GST-TACC3 binding, luminescence; TACC3 fragment carries E629A point mutation; Q9Y6A5; inhibition, % at 9.99 µM;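 active means mean inhibition of replicates at least 50% and at least half of replicates each reaching 50%; inconclusive means half or more replicates reach 50% but mean below 50%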;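 further: 0% = complete ARNT plus TACC3 wells and 100% = ARNT alone without TACC3; many hits fall short of the cut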
esBAF inh – SWI/SNF esBAF complex inhibition. 350,000 tested, 2% active. mouse ES cells, Bmi1-luciferase knock-in reporter, 24 h; 100% = twice the neutral-well signal. AID 602393. reporter increase, % at 12.5 µM; in the data active means activation above about 40%; inconclusive means no clear call, values can overlap the other calls;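 further: 0% = median of the plate's neutral control wells and 100% = double that signal; a rise in the Bmi1 reporter signal indicates esBAF inhibition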
PglD DTNB – inhibitors of Campylobacter jejuni PglD acetyltransferase; 360,000 tested, 0.098% active; purified PglD enzyme, DTNB colorimetric CoA detection; inhibition, % at 12.5 µM; in the data active means inhibition above about 16%, passing the limit was not always enough; inconclusive means no clear call, values can overlap the other calls; further: strong numbers were not always called active
ERp5 block – blocks human ERp5 reductase activity on insulin; ERp5 insulin aggregation, absorbance 650 nm, 90 min; Q15084; inhibition, % at 9.99 µM; 350,000 tested, 0.05% active;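 active means mean replicate inhibition above about 25%, with every replicate also reaching it, limit read from the data, passing the limit was not always enough; inconclusive means only one of those two criteria met; inactive means neither criterion met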
Target sequence (Q15084 whole entry, looked up): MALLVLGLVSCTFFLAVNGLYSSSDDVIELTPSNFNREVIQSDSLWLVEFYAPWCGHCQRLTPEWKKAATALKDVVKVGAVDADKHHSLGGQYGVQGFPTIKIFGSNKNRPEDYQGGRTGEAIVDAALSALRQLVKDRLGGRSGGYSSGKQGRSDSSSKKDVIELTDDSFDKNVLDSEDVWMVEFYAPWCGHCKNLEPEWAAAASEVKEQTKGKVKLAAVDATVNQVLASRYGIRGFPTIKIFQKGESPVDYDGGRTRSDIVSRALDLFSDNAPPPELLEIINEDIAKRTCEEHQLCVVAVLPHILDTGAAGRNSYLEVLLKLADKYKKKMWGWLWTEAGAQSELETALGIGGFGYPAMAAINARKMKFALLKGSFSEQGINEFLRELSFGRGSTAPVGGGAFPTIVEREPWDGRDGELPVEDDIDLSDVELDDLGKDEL
RAD54 branch – RAD54 (human) branch migration inhibition | 360,000 tested, 0.14% active | RAD54 Holliday junction branch migration, FAM/BHQ fluorescence | Q92698 | inhibition, % at 10.4 µM;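 active means mean normalized replicate activity at least 40 and at least half of replicates scoring 40 or more; inconclusive means only one of the two criteria met; inactive means mean below 40 and under half of replicates reaching 40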;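 further: 0% = median of neutral control wells and 100% = median of positive control wells; inhibitors cause a drop in the FAM fluorescence signal; in these data hits start at about 50%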
Starred values were filed as active, the others as inactive; u = inconclusive; x = no result given; & = joins results of further samples.

Letters: A = RAD52 anneal inh; B = E-sel inducer; C = CASP6 VEID inh; D = ARNT TACC3 PPI; E = esBAF inh; F = PglD DTNB; G = ERp5 block; H = RAD54 branch
[1] C[C@@H]1CCCCO[C@H](CN(C)Cc2ccc(C(=O)O)cc2)[C@H](C)CN([C@@H](C)CO)C(=O)c2cc(NC(=O)Nc3ccc(F)cc3)ccc2O1
  A: 12 | B: -0.1 | C: -1 | D: 2 | E: -2 | F: -1 | G: -1 | H: -1
[2] O=C(NCc1ccncc1)Nc1cc(Cl)ccc1Cl
  A: -13 | B: 0.6 | C: -1 | D: x | E: 0 | F: 2 | G: 2 | H: 1
[3] COCC#Cc1ccc2c(c1)O[C@@H](CN(C)S(=O)(=O)c1cccc(F)c1)[C@@H](C)CN([C@H](C)CO)S2(=O)=O
  A: -32&-4&-21 | B: -0.5&-0.2 | C: 0&2&0 | D: 6&10 | E: 7&-6&5 | F: -38&-10 | G: -2&-3&-6 | H: -1&5
[4] Cc1c(NC(=S)N/N=C/C=C/c2ccc([N+](=O)[O-])cc2)c(=O)n(-c2ccccc2)n1C
  A: -3 | B: x | C: 5 | D: -19 | E: x | F: x | G: -3 | H: x
[5] O=C(NCc1ccc(F)cc1)c1cccc2c1C(=O)N(Cc1cccnc1)C2
  A: -5 | B: 0.0 | C: x | D: 8 | E: 15 | F: 7 | G: -2 | H: -4
[6] C[C@@H]1CN([C@@H](C)CO)C(=O)c2cc(NC(=O)CCN3CCOCC3)ccc2O[C@@H]1CN(C)Cc1ccc(C(=O)Nc2ccccc2N)cc1
  A: 38 | B: -2.5 | C: -1 | D: x | E: x | F: x | G: 9 | H: x
[7] COCCC(=O)N1CCC(Oc2ccc(C(=O)NC3CCCCC3)cc2)CC1
  A: -10 | B: x | C: -2 | D: -4 | E: -2 | F: -3 | G: -2 | H: 3
[8] COc1ccc(-c2nnnn2C)cc1S(=O)(=O)NCCc1ccccc1
  A: x | B: x | C: x | D: -3 | E: -3 | F: -2 | G: x | H: -3
[9] CCN(CC)CCCNC(=O)c1cc2c(-c3cccc(OC)c3)nn(C)c2s1
  A: 92* | B: -0.2 | C: -5 | D: 11 | E: 4 | F: -1 | G: 2 | H: 73*
[10] CCCCn1c(N)c(N(CC(C)C)C(=O)CC2OC(=O)c3ccccc32)c(=O)[nH]c1=O (centres undefined)
  A: -5 | B: 0.3 | C: -1 | D: 28 | E: -1 | F: -2 | G: 19 | H: 8
[11] CCOc1ccc(NC(=O)c2cccc(S(=O)(=O)NCc3cccnc3)c2)cc1
  A: 13 | B: 0.0 | C: 4 | D: x | E: -5 | F: 2 | G: -2 | H: 7
[12] C[C@H]1CN([C@@H](C)CO)S(=O)(=O)c2ccc(-c3cccc(C(=O)N(C)C)c3)cc2O[C@H]1CN(C)Cc1ccc2c(c1)OCO2
  A: 14 | B: x | C: 1 | D: -3 | E: -2 | F: 2 | G: -4 | H: -2
[13] C[C@@H]1CN([C@H](C)CO)C(=O)CCCn2cc(nn2)CO[C@H]1CN(C)S(=O)(=O)c1cccc(C#N)c1
  A: -9 | B: -0.1 | C: 6 | D: x | E: 0 | F: 0 | G: -7 | H: -13
[14] C[C@H]1CN([C@@H](C)CO)C(=O)c2cccc(NS(C)(=O)=O)c2O[C@H]1CN(C)S(=O)(=O)c1cn(C)cn1
  A: 24 | B: 0.1 | C: -5 | D: -2 | E: -6 | F: -1 | G: -5 | H: -3
[15] Cc1cc(-c2ccccc2)nc2c(Br)c(=O)[nH]n12
  A: 7 | B: 0.5 | C: 7 | D: -1 | E: -3 | F: x | G: 2 | H: x
[16] CCOc1ccc(N(CC(=O)Nc2ccccc2F)S(=O)(=O)c2c(C)[nH]c(=O)[nH]c2=O)cc1
  A: -5 | B: x | C: -1 | D: 6 | E: -15 | F: 1 | G: 4 | H: 1
[17] COc1ccc(S(=O)(=O)Nc2c(C)n(C)n(-c3ccccc3)c2=O)cc1Br
  A: -3 | B: x | C: -2 | D: -1 | E: 0 | F: -2 | G: 4 | H: 0
[18] CCOc1ccc(NC(=O)N(CCN(C)C)C(C)c2ccncc2)cc1 (centres undefined)
  A: 0 | B: 0.6 | C: -2 | D: -7 | E: -35 | F: 1 | G: -3 | H: -7
[19] COc1ccccc1OCCC(=O)OCC(=O)NC(=O)NC(C)(C)C
  A: x | B: x | C: x | D: -6 | E: -9 | F: -3 | G: x | H: 3
[20] CC(=O)c1c(C)[nH]c(C(=O)Nc2ccc(Cl)cc2F)c1C
  A: 8 | B: x | C: -1 | D: 1 | E: 28 | F: x | G: 4 | H: -2

Entries of single compounds from above.
Shown for COCC#Cc1ccc2c(c1)O[C@@H](CN(C)S(=O)(=O)c1cccc(F)c1)[C@@H](C)CN([C@H](C)CO)S2(=O)=O : RAD52 anneal inh: -32&-4&-21; E-sel inducer: -0.5&-0.2; CASP6 VEID inh: 0&2&0; ARNT TACC3 PPI: 6&10; esBAF inh: 7&-6&5; PglD DTNB: -38&-10; ERp5 block: -2&-3&-6; RAD54 branch: -1&5
Shown for Cc1cc(-c2ccccc2)nc2c(Br)c(=O)[nH]n12 : RAD52 anneal inh: 7; E-sel inducer: 0.5; CASP6 VEID inh: 7; ARNT TACC3 PPI: -1; esBAF inh: -3; PglD DTNB: x; ERp5 block: 2; RAD54 branch: x

The listing continues:
Letters: A = RAD52 anneal inh; B = E-sel inducer; C = CASP6 VEID inh; D = ARNT TACC3 PPI; E = esBAF inh; F = PglD DTNB; G = ERp5 block; H = RAD54 branch
[21] COCCOC(=O)C1=C(C)NC(C)=C(C(=O)OCCOC)C1/C=C/c1ccccc1OC
  A: -4 | B: x | C: -1 | D: -5 | E: x | F: x | G: -2 | H: x
[22] Cc1c(S(=O)(=O)NC(C)c2ccccc2)c(=O)n(C)c(=O)n1C (centres undefined)
  A: -5 | B: -0.5 | C: 2 | D: -5 | E: -4 | F: -1 | G: 4 | H: 3
[23] CC(=O)Nc1ccc(NC(=O)CCOc2cc(C)ccc2C)cc1
  A: -1 | B: x | C: 7 | D: -5 | E: 1 | F: -2 | G: 5 | H: 1
[24] CCOC(=O)c1sc(NC(=O)CC(C)c2ccccc2)nc1C (centres undefined)
  A: -9 | B: 2.1 | C: 0 | D: 3 | E: -24 | F: -6 | G: 2 | H: 5
[25] O=C(NCc1cccnc1)Nc1ccc(Br)cc1Cl
  A: -14 | B: 0.3 | C: 6 | D: 0 | E: x | F: 0 | G: -2 | H: 0
[26] Cc1ccc(NC(=O)CNCc2cccs2)cc1Br
  A: -1 | B: 0.2 | C: -1 | D: 6 | E: u | F: 2 | G: 6 | H: -5
[27] O=C(C[C@H]1CC[C@H](NC(=O)C2CCC2)[C@@H](CO)O1)NC1CCC1
  A: 6 | B: -0.9 | C: 0 | D: 19 | E: 3 | F: -2 | G: 3 | H: -18
[28] CCCC(C)C(=O)Nc1nnc(C)s1 (centres undefined)
  A: x | B: x | C: x | D: 17 | E: -2 | F: 6 | G: x | H: -17
[29] COc1ccc(C)cc1NC(=O)C(OC(=O)CNC(=O)c1ccc(Oc2ccccc2)cc1)c1ccccc1 (centres undefined)
  A: -4 | B: x | C: -3 | D: -30 | E: 3 | F: -5 | G: 0 | H: 5
[30] Cc1cc(-c2ccc(C)c(S(=O)(=O)NCCCN3CCN(c4ccccc4F)CC3)c2)on1
  A: -27 | B: x | C: -2 | D: 2 | E: -22 | F: 1 | G: -1 | H: -4
[31] O=C(Nc1ccccc1)[C@H]1[C@H](CO)[C@H]2Cn3c(cccc3=O)[C@@H]1N2C(=O)c1ccc(F)cc1
  A: 2 | B: -0.2 | C: 1 | D: -1 | E: 0 | F: -2 | G: -5 | H: -3
[32] COc1ccc(-c2cc(C(=O)Nc3ccccc3)on2)cc1
  A: -13 | B: 1.4 | C: 1 | D: 2 | E: x | F: x | G: 2 | H: x
[33] CCN(CC)CCNC(=O)C1CCN(S(=O)(=O)N2CCCCC2)CC1
  A: x | B: x | C: x | D: 3 | E: 0 | F: 11 | G: x | H: -14
[34] O=C(Nc1ccccc1C(=O)NCc1ccccc1)c1ccccc1
  A: x | B: x | C: x | D: -3 | E: -7 | F: 7 | G: x | H: 0
[35] Cc1ccc(OC(C)C(=O)N2CCN(c3ccccn3)CC2)cc1 (centres undefined)
  A: -18 | B: -0.3 | C: -2 | D: 3 | E: -7 | F: -3 | G: 5 | H: -10
[36] COCC(=O)N1[C@@H](CO)[C@@H](c2ccccc2)C12CN(Cc1ccccc1)C2
  A: 4 | B: 0.0 | C: 1 | D: x | E: x | F: x | G: 1 | H: x
[37] CCCCCN(C(=O)NC(=O)Nc1nncs1)S(C)(=O)=O
  A: x | B: x | C: x | D: -2 | E: -2 | F: -7 | G: x | H: -4
[38] C[C@H](CO)N1C[C@H](C)[C@@H](CN(C)C(=O)c2ccncc2)OCc2ccccc2-c2c(n(C)c3ccccc23)C1=O
  A: 1 | B: 0.1 | C: 0 | D: 6 | E: 2 | F: 0 | G: 7 | H: 9
[39] C[C@H]1CN([C@@H](C)CO)S(=O)(=O)c2ccc(Br)cc2O[C@H]1CN(C)C(=O)c1cnccn1
  A: 4&-4&-1 | B: 0.0&-0.2 | C: 3&-2&-4 | D: 10&0 | E: -4&-3&1 | F: 8&-1&-2 | G: -4&1&-1 | H: -6&2&-9
[40] O=C1c2c(-c3ccc(Br)cc3)noc2CCN1Cc1cn(-c2ccc(Cl)cc2)nn1
  A: -27 | B: 0.1 | C: -2 | D: x | E: x | F: x | G: -4 | H: x
[41] Cc1noc(C)c1NC(=O)N(C)C[C@H]1OCCCC[C@@H](C)Oc2ccc(NC(=O)c3ccncc3)cc2C(=O)N([C@H](C)CO)C[C@@H]1C
  A: -18 | B: 0.0 | C: -1 | D: -8 | E: 1 | F: -2 | G: -3 | H: -21
[42] C[C@@H]1CN([C@H](C)CO)S(=O)(=O)c2ccc(-c3ccncc3)cc2O[C@@H]1CN(C)Cc1ccccc1
  A: -3 | B: -0.1 | C: -8 | D: 2 | E: -5 | F: 0 | G: 2 | H: -1
[43] CC(=O)c1ccc(-c2ccc(C(=O)Nc3nc(C)c(C(C)=O)s3)o2)cc1
  A: -18 | B: 0.6 | C: 1 | D: x | E: 22 | F: 5 | G: -4 | H: -5
[44] Cc1ccccc1S(=O)(=O)Nc1ncnc2ccccc12
  A: -10 | B: 0.1 | C: -2 | D: -6 | E: 1 | F: 2 | G: 8 | H: 1
[45] ClCc1ncc(-c2ccc(Cl)cc2)o1
  A: -14 | B: x | C: 6 | D: 4 | E: 3 | F: x | G: -17 | H: x
[46] COC(=O)Cc1nnn2c1[C@@H](C)[C@@H](c1ccccc1Br)O[C@@H](C)C2
  A: -18 | B: -0.3 | C: -5 | D: x | E: x | F: x | G: 2 | H: x
[47] CCN(CC)CCNC(=O)c1ccc2c(=O)n(C3CCCC3)c(=S)[nH]c2c1
  A: x | B: x | C: x | D: 3 | E: 5 | F: 0 | G: x | H: 8
[48] CC(=O)c1sc(NC(=O)CCS(=O)(=O)c2ccc(Cl)cc2)nc1C
  A: -3 | B: -0.1 | C: 6 | D: -5 | E: x | F: x | G: -2 | H: x
[49] COc1cccc(CNC(=O)CN2c3cccc4cccc(c34)S2(=O)=O)c1
  A: -22 | B: 1.9 | C: 2 | D: 5 | E: 7 | F: 2 | G: -4 | H: 0
[50] CC(NC(=O)Nc1ccc(Cl)cc1)c1ccc2c(c1)OCO2 (centres undefined)
  A: -14 | B: -0.4 | C: -1 | D: -7 | E: 1 | F: 0 | G: -6 | H: -18
[51] O=C(NC(=S)NN1CCOCC1)c1cc(Br)ccc1Cl
  A: 2 | B: 0.3 | C: -2 | D: -17 | E: 1 | F: -6 | G: -4 | H: -6
[52] Cc1cc(C(=O)Nc2cccc3c2O[C@@H](CN(C)C(=O)Nc2c(C)noc2C)[C@H](C)CN([C@H](C)CO)C3=O)n(C)n1
  A: -1 | B: -0.1 | C: 0 | D: 0 | E: -3 | F: -1 | G: 10 | H: -3

Rows were taken by chance, and some 3.2% of all compounds hit somewhere here.
